OX1R FRET antag: antagonists of human orexin 1 receptor (OX1R); Orexin/Hypocretin receptor type 1 (Homo sapiens), O43613; OX1R-expressing cells, FRET antagonist read-out; inhibition, % at 6.6 µM; hit rate 1.8% among 330,000; AID 485270, 2010; in the data active = inhibition mostly above about 38%, no sharp cut-off; inactive = mostly below about 40%;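 note: 0% = agonist challenge alone and 100% = reference antagonist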
Target sequence (O43613 whole entry, looked up): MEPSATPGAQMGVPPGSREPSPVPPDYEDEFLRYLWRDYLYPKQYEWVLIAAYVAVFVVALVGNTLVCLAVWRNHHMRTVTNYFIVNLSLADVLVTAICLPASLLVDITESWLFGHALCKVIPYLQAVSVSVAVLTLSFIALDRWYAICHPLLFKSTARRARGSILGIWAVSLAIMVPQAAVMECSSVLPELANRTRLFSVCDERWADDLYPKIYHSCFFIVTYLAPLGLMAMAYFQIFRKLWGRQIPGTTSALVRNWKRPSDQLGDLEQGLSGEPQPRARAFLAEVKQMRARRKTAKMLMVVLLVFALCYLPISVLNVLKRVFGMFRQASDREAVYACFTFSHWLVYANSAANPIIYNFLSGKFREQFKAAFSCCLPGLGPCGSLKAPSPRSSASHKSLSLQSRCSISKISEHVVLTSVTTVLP
STK33 inh: inhibitors of purified STK33 kinase, primary screen, biochemical, ADP-Glo luminescence, homogeneous, cell-free; Serine/threonine-protein kinase 33 (Homo sapiens), Q9BYT3; MBP phosphorylation; inhibition, % at 10 µM; hit rate 0.073% among 320,000; AID 2661, 2010;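 active = inhibition at or above 25%, using the most active replicate where run in duplicate; inactive = inhibition below 25%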
Target sequence (Q9BYT3 whole entry, looked up): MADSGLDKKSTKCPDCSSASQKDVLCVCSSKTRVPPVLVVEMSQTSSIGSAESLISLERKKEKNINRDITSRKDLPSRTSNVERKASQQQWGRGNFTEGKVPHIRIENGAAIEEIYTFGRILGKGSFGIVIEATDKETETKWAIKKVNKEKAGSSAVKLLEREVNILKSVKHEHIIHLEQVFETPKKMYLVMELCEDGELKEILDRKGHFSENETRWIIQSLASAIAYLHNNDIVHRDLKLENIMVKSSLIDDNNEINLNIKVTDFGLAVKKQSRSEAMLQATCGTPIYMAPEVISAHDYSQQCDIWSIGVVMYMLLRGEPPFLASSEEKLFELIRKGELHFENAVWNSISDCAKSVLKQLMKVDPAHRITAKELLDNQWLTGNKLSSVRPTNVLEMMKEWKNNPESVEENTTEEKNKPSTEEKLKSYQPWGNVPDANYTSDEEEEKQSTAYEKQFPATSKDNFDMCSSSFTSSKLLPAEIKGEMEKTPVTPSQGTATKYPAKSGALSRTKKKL
* marks the source's active call; other numbers are inactive results; · = not tested or not shown; & = joins results of further samples.

Order of results – OX1R FRET antag | STK33 inh
1) Cc1c(NC(=O)/C=C/c2cn(-c3ccccc3)nc2-c2ccccc2)c(=O)n(-c2ccccc2)n1C
  22 | -0.7
2) CCCCCC1CC(CC(=O)NC(=S)Nc2ccc([N+](=O)[O-])cc2)C(=O)O1 (configuration not stated)
  4 | -0.5
3) O=C1N=C(N2CCOCC2)CS1
  9 | -0.3
4) N#Cc1c(N2CCN(C(=O)c3ccccc3Cl)CC2)nc(-c2ccccc2)c2c1CCCC2
  7 | -1.8
5) C/C(Cl)=C/CSc1nc2c(c(=O)[nH]c(=O)n2C)n1C(C)C
  11 | -0.4
6) COc1ccc(-n2c(SCC(=O)N3CCC(C(=O)O)CC3)nc3ccccc3c2=O)cc1OC
  27 | -0.6
7) Cc1cc(C)n(CCCNC(=O)c2ccc(S(=O)(=O)NCc3ccco3)cc2)n1
  11 | 1.6
8) Cc1c(Cl)cccc1NC(=O)CSC(N)=O
  20 | -0.1
9) COc1cc(OC)c2ccc(=O)oc2c1C(CC(=O)N1CCCC1)c1ccc(N(C)C)cc1 (configuration not stated)
  17 | -0.3
10) CCN(CC)C(=O)CSc1nc(O)c(Cc2ccccc2)c(=O)n1-c1ccc(C)cc1
  13 | 7.6
11) CC(CCc1ccccc1)NC(=O)Cc1ccccc1 (configuration not stated)
  10 | -2.4
12) NNC(=O)c1ccc2nc(-c3ccc(Br)cc3)cn2c1
  14 | 2.2
13) O=S1(=O)N=C(N2CCN(c3ccc(F)cc3)CC2)c2ccccc21
  8 | -0.2
14) Clc1ccc(COc2ccccc2-c2ccnc3ncnn23)cc1
  -2 | -1.2
15) O=C(CSc1nnc(-c2ccco2)o1)Nc1ccccc1Cl
  28 | 2.1
16) CCCCCCCCCCCCN1[C@@H](CC(C)=O)c2cc(F)cc(F)c2S1(=O)=O
  31 | 1.2
17) Cc1ccc(CCn2c3c(c4ccccc42)CN(C)CC3)cn1
  -1 | -0.7
18) CCn1nnc(NC(=O)C(C)(c2ccccc2)c2ccccc2)n1
  6 | -0.9
19) Cc1ccc2nc(Cl)c(/C=N/NC(=O)CN3CCOCC3)cc2c1
  41 | -0.3
20) COc1cccc2c1C(=O)c1ccc3ccccc3c1C2=O
  16 | -0.6

Single records, from the list above. Values in the order: OX1R FRET antag	STK33 inh
`COc1cccc2c1C(=O)c1ccc3ccccc3c1C2=O` is listed with 16	-0.6
`CCN(CC)C(=O)CSc1nc(O)c(Cc2ccccc2)c(=O)n1-c1ccc(C)cc1` is listed with 13	7.6
`Clc1ccc(COc2ccccc2-c2ccnc3ncnn23)cc1` is listed with -2	-1.2
`O=C1N=C(N2CCOCC2)CS1` is listed with 9	-0.3
`O=S1(=O)N=C(N2CCN(c3ccc(F)cc3)CC2)c2ccccc21` is listed with 8	-0.2

(next part)
Order of results – OX1R FRET antag | STK33 inh
21) Cc1ccc(C(=O)Nc2ccc(Br)cc2)cc1S(=O)(=O)Nc1ccccn1
  6 | -1.2
22) CCOC(=O)C1(CCc2ccccc2)CCN(Cc2ccc(O)cc2)CC1
  12 | 1.3
23) CC1(OC(=O)CCc2ccccc2)C(=O)C=C2C=C(c3ccc(C#N)cc3)N(CCc3c[nH]c4ccccc34)C=C2C1=O (configuration not stated)
  32 | 0.1
24) CNC(=O)N(C1=NCCCCC1)c1ccc(Br)cc1
  19 | -1.1
25) COC(=O)C1CCN(C(=O)c2ccc(Cl)c(S(=O)(=O)NCc3cccnc3)c2)CC1
  6 | 1.4
26) COCCNC(=O)CN(c1ccc(OC)c(OC)c1)S(=O)(=O)c1ccc(C)cc1
  6 | -0.1
27) COc1cc(NC(=O)c2ccc(CNc3c(N4CCOCC4)c(=O)c3=O)cc2)cc(OC)c1
  14 | -0.7
28) Cc1ccc(S(=O)(=O)N2CCC3(CC2)OCCN3S(=O)(=O)c2cccs2)cc1
  11 | -0.4
29) O=C1CC(NS(=O)(=O)c2cccs2)CN1c1ccc(F)cc1 (configuration not stated)
  6 | -0.7
30) Cc1cc(NC(=O)CSCCO)no1
  9 | -0.4
31) C/C(CC(=O)NCc1ccccc1Cl)=N/NC(=O)c1ccccn1
  31 | 0.8
32) COc1ccc(C(=O)N=C2CCC(C#N)=C3c4cc(OC)c(OC)cc4CCN23)cc1
  23 | -1.2
33) CCOc1ccccc1C1CC(=O)Nc2cc(OC)c(OC)c(OC)c21 (configuration not stated)
  10 | 0.3
34) CCC(=O)Nc1nnc(S(=O)(=O)N2CCc3ccccc32)s1
  2 | -0.2
35) COCCCn1c(Cc2csc(Nc3ccccc3)n2)nnc1SCC(N)=O
  -9 | 0.5
36) CC(C)[C@H](NC(=O)C1CCN(C(=O)[C@H](Cc2ccccc2)NC(=O)OC(C)(C)C)CC1)C(=O)O
  -3 | -0.5
37) Clc1ccc(CNc2nc(CN3CCOCC3)nc3scc(-c4ccccc4)c23)cc1
  5 | -1.3
38) Cc1ccc2nc(SCc3nnc(-c4ccccc4)o3)[nH]c2c1
  15 | 0.1
39) CCc1nnc(NC(=O)c2ccc(Cl)c(S(=O)(=O)N3CCc4ccccc43)c2)s1
  60 | -1.7
40) Cc1ccccc1NC1=NC(C)(C)N=C(N)N1
  19 | -2.6
41) c1ccc(CSc2nnc(Cc3ccccc3)o2)cc1
  8 | -0.7
42) Cc1cc(NC(=O)CCC(=O)N(c2ccc(F)cc2)C(C(=O)NC2CCCC2)c2ccccc2)no1 (configuration not stated)
  8 | -0.4
43) N[C@@H](Cc1cc(I)c(Oc2ccc(O)c(I)c2)c(I)c1)C(=O)O
  6&8 | 0.9&-0.7
44) FC(F)(F)c1nc2ccccc2nc1N/N=C/c1ccc(Cl)cc1
  38 | -1.0
45) C[C@H](CO)N1C[C@H](C)[C@@H](CN(C)C(=O)Nc2ccccc2)Oc2c(NS(=O)(=O)c3ccccc3)cccc2C1=O
  -3 | -0.7
46) CCCCc1ccc(NC(=O)CN2NS(=O)(=O)c3ccccc3C2=O)cc1
  5 | -0.2
47) O=C(NCc1cccnc1)Nc1ccccc1C(F)(F)F
  10 | -1.0
48) CCOC(=O)C(=O)NNc1ccc(F)cc1
  7 | 0.8
49) CC(=O)c1cccc(NC(=O)CSc2nc(C3CC3)nc3ccccc23)c1
  32 | 0.7
50) CCCCN(C(=O)CSc1nnc(-c2ccccc2)o1)c1c(N)n(CCC)c(=O)[nH]c1=O
  14 | 0.5
51) Cc1cc(SCC(=O)N/N=C/c2ccc(O)cc2O)c(C)cc1Br
  36 | -0.7
52) Cc1ccc2c(C)c(C(=O)N3CCN(Cc4ccc5c(c4)OCO5)CC3)oc2c1C
  9 | -0.9
53) Cc1cc(C)n(-c2ncccc2[N+](=O)[O-])n1
  7 | 0.3
54) COc1ccc(OCC(=O)N/N=C/C=C/c2ccccc2)cc1
  24 | -0.7
55) CC1Cc2nc(SCC(=O)NC3CCCCC3)n(C)c(=O)c2S1 (configuration not stated)
  7 | -0.2
56) Cc1ccc(S(=O)(=O)N(C)c2ccc(OCC(=O)NCc3ccco3)cc2)cc1
  12 | -1.9
57) CCOC(=O)C1=C(O)C(=O)NC(c2ccccc2)=C(OC2CCCCC2)C1
  17 | ·
58) O=C(NC(=S)Nc1ccccc1N1CCCC1)c1ccco1
  16 | -1.9
59) CCOC(=O)/C(=C/Nc1ccc(F)cc1)[N+](=O)[O-]
  15 | -1.7
60) COc1ccccc1N1CCN(C(=O)c2c(-c3ccccc3)noc2C)CC1
  3 | -0.4
61) Cc1ccc(NC(=S)N2CCc3[nH]c4ccccc4c3C2)cc1
  0 | 0.2
62) Cc1ccc2c(c1)c(-c1ccccc1)nc1nnnn12
  11 | -0.4
63) COc1ccc(-c2sc3ccccc3c2/C=C/c2ccc(OC)c(OC)c2)cc1
  8 | -0.9
64) CC(C)(C)c1cnnn1-c1ccc(C=O)cc1
  9 | -1.4
65) Cc1[nH]c2ccc(F)cc2c1CCN(Cc1ccco1)C(=S)NC(C)(C)C
  3 | 3.1
66) Cc1cccc(NC(=O)CN2CCN(C(=O)C(C)Oc3ccc(C#N)cc3)CC2)c1C (configuration not stated)
  8 | 0.0
67) CCOC(=O)N1CCC(NC(=O)CCc2nc(-c3ccccc3F)no2)CC1
  35 | -2.1
68) COc1ccc(C)cc1NC(=O)CCCN1C(=O)CCC1=O
  11 | 1.4
69) COc1ccc(NC(=O)CSc2nccn2Cc2ccccc2)c(OC)c1
  16 | -0.3
70) CCCn1c(CN2CCN(C(=O)OCC)CC2)nc2cc(NC(C)=O)ccc21
  -2 | -0.6
71) CN(C(=S)NC(=O)c1ccc(Br)o1)c1ccccc1
  8 | -1.7
72) COc1ccc(C(=O)C2CCCN(C(=O)c3ccoc3C)C2)cc1F (configuration not stated)
  17 | -2.0
73) Cc1ccc(C2c3[nH]c4ccccc4c3C[C@H]3C(=O)N(c4ccccc4C(=O)N4CCC[C@H]4C(=O)O)C(=O)N23)cc1 (some centres not stated)
  9 | 0.3
74) Cc1ncsc1CCOC(=O)c1ccccc1
  12 | -1.9
75) O=C(NCCCCNCCCNC(=O)c1ccccc1)c1ccccc1
  0 | ·
76) O=S(=O)(/C=C/c1ccccc1)N1CCN(c2nc(-c3ccccc3)nc3ccccc23)CC1
  13 | -1.5
77) O=C(Nc1ccccc1F)c1oc2ccccc2c1NC(=O)C1CC1
  12 | -0.9
78) Nn1cnc2c(c1=O)C1(CCCCC1)Cc1ccccc1-2
  6 | -0.4
79) CCc1ccc(NC(=O)COn2nnc3ccc(S(=O)(=O)N(C)C)cc32)cc1
  19 | -0.2
80) COc1cc2ccccc2cc1C(=O)Nc1ccccc1C
  · | -4.7

Remaining list, next part
Order of results – OX1R FRET antag | STK33 inh
81) O=S(=O)(Nc1nc2ccc(S(=O)(=O)N3CCCC3)cc2s1)c1ccc(F)cc1
  26 | -1.1
82) O=C(COc1ccc(S(=O)(=O)N2CCCCC2)cc1)NC1CCCCC1
  18 | 1.1
83) O=C(N=C1SC2CS(=O)(=O)CC2N1Cc1ccc(F)cc1)C1CC1 (configuration not stated)
  8 | -0.4
84) CC(C)OC(=O)c1cc2c(=O)[nH]c(C(Cl)(Cl)Cl)nc2o1
  15 | 0.4
85) CCOCCCNC(=O)Cc1ccc(-n2c(CC)nc3cccnc32)cc1
  · | -1.6
86) CC(=O)c1c(OCC(=O)N(C)C2CCCCC2)ccc2c(C)cc(=O)oc12
  3 | -1.1
87) O=C(COC(=O)C12CC3CC(CC(O)(C3)C1)C2)Nc1ccc(Br)cc1F
  -1 | -0.7
88) O=C(NC1CCCC1)c1ccc(CS(=O)(=O)c2cccc(C(F)(F)F)c2)o1
  9 | 0.9
89) Cc1cccc(NS(=O)(=O)c2ccc(-n3cccn3)cc2)c1C
  4 | -0.7
90) N/C(=N\OC(=O)CCC1CCCC1)c1ccc(Br)cc1
  5 | -3.1
91) Cc1ccc(NC(=O)CCNS(=O)(=O)c2cc(Br)cnc2N)c(Cl)c1
  10 | -0.1
92) CCCOc1ccc(C2C(=O)N(C3CCCCCC3)CC(=O)N2Cc2ccco2)cc1OC (configuration not stated)
  27 | -0.6
93) COc1ccc(N2C(=NC(=O)C3CCCCC3)SC3CS(=O)(=O)CC32)c(OC)c1 (configuration not stated)
  6 | -0.1
94) O=C(/C=C/c1ccco1)NCC1COc2ccccc2O1 (configuration not stated)
  12 | -2.2
95) O=C(Nc1nccs1)c1cc(-c2ccco2)nc2ccccc12
  12 | 0.9
96) COc1cc(CCCN2CCNC[C@@H]2C(C)O)cc(OC)c1OC (some centres not stated)
  32 | -2.0
97) O=C(CNC(c1ccccc1)c1ccccc1)Nc1ccccc1F
  6 | 0.2
98) CSc1ccccc1NC(=O)CN(C)C(=O)c1c(C)nn(Cc2ccccc2)c1C
  3 | -1.1
99) COc1cc(=O)n(C)c2cc(N(C)C)ccc12
  14 | -0.6
100) COc1ccccc1N1CCc2c(C)nc3c(OC)cccc3c21
  13 | -0.6
101) COc1cccc(C(=O)NN2C(=O)C3C4C=CC(O4)C3C2=O)c1 (configuration not stated)
  15 | 0.0
102) O=c1[nH]c(/C=C/c2ccccc2Cl)nc2ccccc12
  10 | -0.9
103) O=C(COc1ccc(Br)cc1Cl)NC1CCN(Cc2ccccc2)CC1
  18 | -0.3
104) CCOC(=O)c1ccc(Nc2cnc3ccccc3n2)cc1
  62* | -1.4
105) COc1ccc([N+](=O)[O-])cc1N(CC(O)CN(C)C)S(=O)(=O)c1ccccc1 (configuration not stated)
  26 | -1.5
106) CCOC(=O)/C=C1\SCC(=O)N1CC(=O)NC(C)c1ccc(F)cc1 (configuration not stated)
  5 | ·
107) CCOC(=O)c1c(/N=C/C2=C(O)CCCC2=O)sc(C)c1C
  4 | 0.0
108) CCOc1ccc(CCNC(=O)CCc2nnc3ccc(N4CCOCC4)nn23)cc1OCC
  8 | -2.1
109) Cc1cc(N2CCCc3ccccc32)n2ncnc2n1
  11 | -1.7
110) COc1ccc(CNC(=O)CCNS(=O)(=O)c2ccc(Cl)cc2)cc1
  -2 | 0.1
111) Cn1nnnc1SCC(=O)Nc1ccc2c(c1)OCO2
  12 | 0.5
112) Cc1ccccc1CSCCNC(=O)c1ccccc1
  20 | -0.9
113) O=C(Cc1ccc(S(=O)(=O)N2CCOCC2)s1)Nc1ccc(N2CCOCC2)cc1
  21 | 0.7
114) N/C(=N\OC(=O)CCCOc1ccccc1)c1cccc(Br)c1
  9 | -0.1
115) COc1ccccc1COC(=O)Nc1c(C)nn(C)c1Cl
  1 | -0.3
116) CCn1cc(/C=N\NC(=O)c2ccc3c(c2)c(C)c(C)n3Cc2ccccc2)c(C)n1
  29 | 0.6
117) Cc1ccc(Cc2c(C)nc3nc(SCC(=O)NCCCN4CCOCC4)nn3c2C)cc1
  8 | -2.0

High-throughput results as filed in PubChem BioAssay.

Compounds as they come; any-hit rate near 1.8%.
